Source: PubChem BioAssay
ALOX12 inh – ALOX12 (human) lipoxygenase inhibition; P18054; purified 12hLO, xylenol orange hydroperoxide absorbance; Potency, µM (top dose mostly 108 µM), inactives show top-dose activity change, negative = inhibition, most hits filed as inhibitors; 580,000 tested, 1.1% active; also: % is scaled to controls: 0 for no effect and ±100 for the full control effect
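Purified human 12hLO at 150 nM in 25 mM Hepes, 0.01% Triton X-100, pH 7.0, preincubated 15 min at room temperature with compound. Reaction started with 40 uM arachidonic acid, 30 min at room temperature. Hydroperoxide measured by Fe-xylenol orange, 573/405 nm absorbance ratio.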
Vif-APOBEC3F blk – inhibitors of Vif-A3F interaction; HeLa A3F-eYFP + Vif (tagged APOBEC3F with the HIV-1 protein that degrades it), YFP fluorescence increase; Potency, µM (titrated, usually from 46.1 µM), inactives show top-dose activity, negative = active; 390,000 tested, 0.2% active; AID 602313; also: % of control where 0% means no effect; nearly all actives have a fitted effect of over 65% in size
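HeLa cells stably expressing Vif plus C-terminally eYFP-tagged A3F were seeded, incubated overnight at 37 deg C, dosed with compound, incubated overnight again at 37 deg C. Yellow fluorescence (Ex 488/Em 500-530) reported blocked Vif-mediated A3F-eYFP degradation.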
TrxR1 inh – inhibitors of rat thioredoxin reductase 1. Potency, µM (top dose mostly 114 µM), for the others: at the highest dose activity change, negative = inhibition, actives largely listed as inhibitors. recombinant rTrxR1, NADPH fluorescence consumption, selenite substrate. 390,000 tested, 1% active. AID 588453. O89049; also: % is scaled to controls: 0 for no effect and ±100 for the full control effect; nearly all actives have a fitted effect of over 65% in size
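Rat TrxR1 (90 nM in the dispensed reagent) was pre-reduced with 400 uM NADPH for 5 min at room temperature, then incubated with compound for 15 min. After 400 uM selenite was added, NADPH fluorescence (Ex 340/Em 450 nm) was followed for 8 min.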
mIDH1 inhibitor – human IDH1 R132H inhibition; O75874; IDH1-R132H enzyme, NADPH consumption, diaphorase/resazurin fluorescence; Potency, µM (doses to about 76.6 µM), for inactives: at the top dose activity change, negative = inhibition, hits mostly inhibitors; 390,000 tested, 0.093% active; also: % is scaled to controls: 0 for no effect and ±100 for the full control effect; nearly all actives have a fitted effect of over 65% in size
Target sequence (O75874 whole entry R132H, stated change not applied): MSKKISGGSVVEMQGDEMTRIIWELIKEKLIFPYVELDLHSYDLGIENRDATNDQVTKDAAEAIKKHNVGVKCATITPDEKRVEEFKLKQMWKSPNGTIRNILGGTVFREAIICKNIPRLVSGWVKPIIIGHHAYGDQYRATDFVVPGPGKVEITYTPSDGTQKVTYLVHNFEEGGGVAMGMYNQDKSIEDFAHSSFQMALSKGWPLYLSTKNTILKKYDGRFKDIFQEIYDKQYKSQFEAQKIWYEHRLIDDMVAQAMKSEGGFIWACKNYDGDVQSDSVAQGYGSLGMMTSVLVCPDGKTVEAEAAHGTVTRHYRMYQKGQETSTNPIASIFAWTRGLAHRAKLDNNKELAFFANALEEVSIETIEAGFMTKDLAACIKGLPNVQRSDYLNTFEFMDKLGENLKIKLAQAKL
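IDH1-R132H (0.5 ug/mL) preincubated 30 min with compound, then NADPH (0.016 mM) and alpha-KG (2 mM) added; 80 min at RT, pH 7.5. Remaining NADPH coupled via diaphorase/resazurin to fluorescence (540/590 nm); concentration-response curves normalized to no-enzyme control.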
RGS4 inh – inhibitors of human regulator of G protein signaling 4; Transcreener GDP fluorescence polarization, RGS4-accelerated GTP hydrolysis; Potency, µM (titrated, usually from 114 µM), inactives show at the highest dose activity change, negative = inhibition, most hits filed as inhibitors; 390,000 tested, 0.039% active; AID 504845; also: % is scaled to controls: 0 for no effect and ±100 for the full control effect; nearly all actives have a fitted effect of over 75% in size; some results filed as inactive show a strong effect at the top dose
Target sequence (P49798 whole entry, looked up): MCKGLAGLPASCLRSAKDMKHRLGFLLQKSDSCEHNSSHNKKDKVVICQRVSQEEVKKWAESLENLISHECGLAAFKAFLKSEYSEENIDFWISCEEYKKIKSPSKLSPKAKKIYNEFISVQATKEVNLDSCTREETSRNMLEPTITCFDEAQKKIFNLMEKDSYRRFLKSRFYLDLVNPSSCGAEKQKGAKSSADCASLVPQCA
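MLSMR compounds (23 nl, pin-transferred) preincubated 10 min at room temperature with a 500nM (2x) first reagent, then RGS4 at 900nM (2x) plus Transcreener GDP mix added; fluorescence polarization (620/688 nm) read before and after 90 min at 30 °C.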
USP1 inh – blocks the human USP1/UAF1 deubiquitinase complex | recombinant USP1/UAF1, Ub-Rhodamine cleavage fluorescence | AID 743255 | 390,000 tested, 0.23% active | Potency, µM (doses to about 57.1 µM), for the others: at the highest dose activity change, negative = inhibition, usual class: inhibitors | O94782; also: % is scaled to controls: 0 for no effect and ±100 for the full control effect; nearly all actives have a fitted effect of over 60% in size; inactives centre near -12
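High-throughput fluorogenic screen: 1nM USP1/UAF1 complex, Ub-Rho substrate 150nM final, 50mM HEPES pH 7.8 with 0.5mM EDTA, 0.1 mg/ml BSA, 1mM TCEP and 0.01% Tween-20.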
Vif-A3G inh – inhibitors of Vif-APOBEC3G interaction. Q9HC16. HeLa A3G-eYFP + Vif (tagged APOBEC3G with the HIV-1 protein that degrades it), YFP fluorescence, overnight. Potency, µM (series often up to 46.1 µM), inactives show at the highest dose activity, negative = active, most hits filed as inhibitors. 410,000 tested, 0.076% active. AID 602310;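 also: % is scaled to controls: 0 for no effect and ±100 for the full control effect; nearly all actives have a fitted effect of over 60% in size; hits raise eYFP signal because A3G escapes Vif-driven loss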
Target sequence (Q9HC16 whole entry, looked up): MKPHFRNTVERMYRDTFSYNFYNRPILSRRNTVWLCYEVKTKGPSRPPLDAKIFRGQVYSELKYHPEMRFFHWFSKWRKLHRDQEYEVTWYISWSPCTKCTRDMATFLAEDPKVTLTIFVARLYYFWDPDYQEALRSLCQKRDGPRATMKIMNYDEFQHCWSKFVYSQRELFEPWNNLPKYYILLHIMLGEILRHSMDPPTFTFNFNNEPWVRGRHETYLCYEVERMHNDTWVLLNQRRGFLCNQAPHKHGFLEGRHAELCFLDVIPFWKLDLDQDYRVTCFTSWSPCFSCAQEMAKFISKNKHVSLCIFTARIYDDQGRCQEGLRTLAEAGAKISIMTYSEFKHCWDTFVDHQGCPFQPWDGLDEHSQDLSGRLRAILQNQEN
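HeLa cells stably expressing Vif and C-terminally eYFP-tagged A3G, seeded overnight at 37 deg C, then exposed to compound by pintool overnight at 37 deg C. Rise in yellow fluorescence (Ex 488/Em 500-530, Acumen) marks blocked Vif-driven A3G degradation.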
TrxR1 substrate – rat thioredoxin reductase 1 substrate activity; purified TrxR1 substrate turnover, NADPH consumption readout; O89049; Potency, µM (series often up to 114 µM), for inactives: at the highest dose activity change, negative = substrate turnover; AID 588456; 390,000 tested, 0.01% active; also: % is scaled to controls: 0 for no effect and ±100 for the full control effect; nearly all actives have a fitted effect of over 50% in size
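Rat TrxR1, dispensed at 90 nM, was prereduced with 400 uM NADPH (final) for 5 min at ~22 deg C, then incubated with compound 15 min before 400 uM selenite. A first-read NADPH fluorescence drop versus no-compound background flagged substrates.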
RXFP1 ag – RXFP1 (human) receptor agonism; Q9HBX9; HEK293T-RXFP1 cAMP TR-FRET, 30 min; response scale: percent of porcine relaxin response, buffer zero; Potency, µM (highest dose often 57.5 µM), for inactives: at the highest dose activation, usual class: activators; 370,000 tested, 0.3% active; AID 2676; also: % is scaled to controls: 0 for no effect and ±100 for the full control effect; nearly all actives have a fitted effect of over 60% in size; many of its hits are not listed in these tables
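HEK293T cells stably expressing RXFP1 were pretreated with the PDE4 inhibitor Ro 20174, exposed to compounds for 30 min at 37C, lysed, and cAMP was read by TR-FRET. Data normalized to buffer (basal) and 29 nM porcine relaxin (100%).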
* marks the source's active call; other numbers are inactive results; ? = inconclusive; . = no result given; & = joins results of further samples; [ ] = dose if it differs, or a comment. Calls follow the shape of the dose curve; as a rule, active = well fitted curve in the direction sought with a large enough effect; inconclusive = small, poorly fitted or top-dose-only effect, or another doubt; inactive = no such curve, though single readings can be large; an effect the other way counts as inactive or inconclusive. Potency is read from the fitted curve at half-maximal effect. Only part of the results is shown; rates above refer to the full screens.

SMILES | ALOX12 inh | Vif-APOBEC3F blk | TrxR1 inh | mIDH1 inhibitor | RGS4 inh | USP1 inh | Vif-A3G inh | TrxR1 substrate | RXFP1 ag
CC(C)[C@H](NC(=O)OCc1ccccc1)C(=O)OCC(=O)NC1(C#N)CCCC1 | 167%[activator] | 10% | 5% | 7% | 18% | -8% | 7% | 0% | 3.3%
CCN1CCN(C(=O)CCS(=O)(=O)c2cc3c(cc2Cl)NC(=O)CO3)CC1 | 22%[57.4 µM] | 6% | 18%[57.1 µM] | -7% | -1% | -12% | 3% | 8%[57.1 µM] | 0.7%
CN(C)c1ccc2nc3ccc(=O)cc-3sc2c1 | ? | -28% | . | 25% | . | -26% | -24% | . | .
COc1ccc(-c2ccc(C3C(C#N)=C(N)Oc4n[nH]c(C)c43)o2)cc1 (stereo not drawn) | ? | -29% | 11%[57.1 µM] | -14% | -28% | ? | -25% | 9%[57.1 µM] | -4.8%
COc1ccc(OC(C)C(=O)N2CCOCC2)cc1 (stereo not drawn) | -2% | 0% | -4% | 0% | -4% | -2% | 5% | -3% | 2.2%
CCCCC(=O)Nc1ccc(C(=O)N2CCCC(C(=O)OCC)C2)cc1 (stereo not drawn) | 29% | 0% | 18%[57.1 µM] | 4% | -9% | -12% | 0% | 8%[57.1 µM] | 0.6%
Cc1ccc(-n2c3c(cc(C(=O)Nc4ccccc4C(N)=O)c2=O)C(=O)CC(C)(C)C3)cc1 | -5% | -1% | -11% | 5% | -25% | -10% | -2% | 6% | 27%
O=C(Nc1nncs1)c1ccc2c(c1)OCO2 | ? | 11% | 17% | 0% | -4% | -13% | -3% | 5% | 1.5%
Cc1ccc(Cl)c2c1NC(=O)C2(O)CC(=O)c1ccc(F)cc1 (stereo not drawn) | -1% | 0% | 15% | 10% | 4% | -23% | 1% | 3% | 1.3%
O=C(NCCOc1ccc(F)cc1)C1CCC(=O)N(CCN2CCOCC2)C1 (stereo not drawn) | 2% | -22% | 7% | 3% | -22% | -13% | 2% | 2% | 2.6%
CCOc1ccc(C(=O)NCC(=O)OCc2cc([N+](=O)[O-])cc3c2OCOC3)cc1OCC | -2% | 2% | 19% | 6% | -6%[11.4 µM] | -20% | 8% | -2% | 0.6%
Cc1cccc(C)c1OCCOC(=O)c1ccc(S(=O)(=O)N2CCCC2)cc1 | 1% | -2% | . | 3% | . | -30% | -2% | . | .
O=[N+]([O-])c1cncc([N+](=O)[O-])c1Nc1cccc(O)c1 | -5% | 1% | 3% | 11% | -9% | -8% | -16% | -2% | -1.0%
CN1CCN(C(CNS(=O)(=O)c2ccc(Br)cc2)c2ccc3c(c2)OCO3)CC1 (stereo not drawn) | ? | 0% | -10% | 14% | 18% | 2% | 2% | -11% | -0.2%
O=[N+]([O-])c1cc([N+](=O)[O-])c(Oc2ccc(Br)cc2Br)cc1NN1CCCCC1 | -20% | 1% | -5% | -8% | -29% | 7% | 0% | -1% | -0.6%
Cc1cc(C(=O)NNc2ccc(F)cc2F)no1 | 1% | 1% | 24%[57.1 µM] | -3% | -41% | -2% | -5% | 0%[57.1 µM] | 3.0%
COc1ccc(N2CC(O)=C(c3nc(C)cs3)C2=N)cc1 | 11% | -2% | 12% | -1% | 0% | 5% | 1% | 2% | -1.3%
CC/C(=N\NC(=O)CSc1ncccn1)c1ccc2c(c1)OCCO2 | 28% | -2% | -15% | 4% | 32% | 2% | 0% | -12% | 2.7%
COc1ccc(NC(=O)c2cc3ccccc3cc2OC)cc1 | 0% | -14% | 7%[57.1 µM] | 10% | ? | -9% | -20% | -3%[57.1 µM] | 1.6%
O=C(CNC(=S)N(CCCN1CCOCC1)Cc1cccs1)N1CCCC1 | -2% | -11% | 17%[57.1 µM] | 9% | 36% | -4% | 2% | 3%[57.1 µM] | 3.1%
Cc1nc2ccccn2c(=O)c1NC(=O)c1ccc2c(c1)OCO2 | 0% | 0% | . | 3% | . | -1% | -3% | . | .
COc1ccc(OCC(=O)OCC(=O)NC2CC2)cc1 | 11% | 5% | 15% | 10% | 3% | -19% | -10% | 9% | -0.5%
CCOC(=O)CSc1nc2c(c(=O)[nH]c(=O)n2C)n1C/C=C(/C)Cl | -8% | -3% | 17% | 6% | ? | -16% | 3% | 4% | 0.0%
O=C(NCc1ccco1)C1CCCN(S(=O)(=O)c2ccc(Br)cc2)C1 (stereo not drawn) | -18% | 5% | 14%[57.1 µM] | -5% | ? | -24% | -1% | 5% | -0.1%
Cc1ccccc1CN1[C@@H](Cc2ccccc2)COCCS1(=O)=O | 7% | 7% | 18% | 1% | -7% | ? | -3% | 5% | .
Cc1onc(-c2c(Cl)cccc2Cl)c1C(=O)N/N=C(\N)COc1ccc(Cl)cc1 | ? | 3% | -2% | 5% | -29% | -24% | 0% | -5% | -1.3%
Cc1c(C#N)c2ccccc2n1CC(=O)NCc1ccccc1 | 9% | 0% | 9% | -1% | -20% | -16% | -6% | -2% | 1.3%
CC(C)C(C(=O)Nc1nccs1)c1ccccc1 (stereo not drawn) | 146%[activator] | -5% | -2% | 5% | -16% | -13% | -3% | 0% | 0.6%
CC1(C(=O)NNC(=O)c2cccc([N+](=O)[O-])c2)CC1Br (stereo not drawn) | 3% | -1% | . | -5% | . | 7% | 2% | . | .
O=C(Nc1ccnc(-c2ccncc2)n1)c1ccccc1Cl | -21% | 0% | 7% | 13% | -6% | -9% | -4% | 2% | 30%
COc1ccc(NC(=O)COC(=O)C2CCN(S(=O)(=O)c3ccccc3)CC2)cc1Cl | -28% | -2% | 4% | 1% | 28% | -7% | 0% | -4% | -1.5%
O=C(OCc1csc(-c2ccccc2)n1)C1=NN(c2ccccc2)C(=O)CC1 | 11% | 6% | 4% | -1% | 3% | -18% | 0% | -8% | 1.4%
CCOCCCNCc1ccc(OC)c(OC)c1 | ? | -14% | -12% | 3% | 23% | 0% | 2% | 3% | -0.3%
CS(=O)(=O)c1nc(S(=O)(=O)c2ccc(Cl)cc2)c(N2CCC(O)CC2)s1 | 1% | 8% | 30% | -4% | 4% | -15% | 1% | 123%[activator] | 3.0%
O=C(Nc1ccc(F)cc1)c1ccc(CSc2ccccc2)o1 | -8% | 3% | 2% | 0% | -10% | -20% | 9% | 3% | 0.7%
CCn1nc(C)c(Br)c1-c1nc(-c2cccc(C)c2)no1 | 104%[activator] | 0% | 33% | 3% | 23% | -9% | 0% | 0% | 1.0%
CCc1ccc(/C=C(/C#N)C(N)=S)s1 | -18% | -1% | -3%[57.1 µM] | 5% | -7% | -12% | 1% | -5%[57.1 µM] | 0.4%
CCCCn1c(N)c(N(CCOC)C(=O)C2CC(=O)N(Cc3ccco3)C2)c(=O)[nH]c1=O (stereo not drawn) | -3% | -1% | 9% | 17% | 15% | -23% | 2% | 3% | -0.9%
Cn1cc(C(=O)NCc2ccc(F)cc2)c(=O)c2cc(S(=O)(=O)N3CCCCC3)ccc21 | -25%&-12% | 3%&4% | 19%&9% | -5%&3% | -6%&8% | 4%&0% | 0%&2% | 2%&-7% | 0.2%&2.1%
COc1ccc(NC(=O)N(Cc2nnc3n2CCCCC3)c2ccc(OC)c(Cl)c2)cc1 | 0% | 1% | 17%[57.1 µM] | 2% | 18% | -26% | 3% | 8%[57.1 µM] | 4.8%
CCCCCCCC(=O)Nc1cc(C(=O)NCc2ccc(C)cc2)ccc1N1CCC2(CC1)CC(c1ccccc1)=NO2 | -8% | 0% | 15% | -13% | -22% | -30% | 2% | -2% | -0.5%
O=C(Cn1ncc2c3ccccc3n(Cc3ccc(Cl)cc3)c2c1=O)NCCC1=CCCCC1 | 5% | -2% | 8% | 7% | 0% | -30% | 1% | 0% | 1.1%
O=C(COc1ccccc1F)Nc1nnc(S(=O)(=O)N2CCCCCC2)s1 | -15% | 0% | 29% | 3% | -17% | -27% | 4% | 7%[11.4 µM] | 1.7%
O=C(C1CCN(c2nc3nonc3nc2N2CCCCC2)CC1)N1CCOCC1 | 6% | 15% | -24% | -10% | 14% | -16% | 3% | -12% | -1.3%
CCOc1ccc(Br)cc1S(=O)(=O)Nc1cccnc1 | ? | -22% | 13% | 10% | -21% | -3% | 2% | 1% | 3.7%
O=C1OC(Sc2ccccc2)(c2ccccc2)c2ccccc21 (stereo not drawn) | -11% | -9% | 22%[57.1 µM] | 10% | -7% | -12% | 2% | -7% | .
COCC1CCN(Cc2cn[nH]c2-c2ccc(OC)c(F)c2)C1 (stereo not drawn) | 2% | 0% | 3% | -3% | 3%[11.4 µM] | -21% | 1% | 16% | 1.6%
COc1ccc(C2/C=C\CN(C(=O)c3ccc(C)cc3)C(Cc3ccccc3)C(=O)N2Cc2ccc(F)cc2)cc1 (stereo not drawn) | . | . | -5% | . | -8% | . | -4% | -8% | .
